M1 ag parental – M1 agonist counterscreen hit in parental CHO-K1 cells. 360,000 tested, 0.48% active. AID 602248. activation, % at 3 µM. Fluo-8 calcium fluorescence; scaled to maximal ATP response, vehicle zero; in the data active = activation above about 15%;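 also: untransfected CHO-K1 host cells lacking M1 receptor as counterscreen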
CHO-K1 Ca PAM – counter-screen for M1 PAMs: effect in parental CHO-K1 cells; AID 602247; activation, % at 3 µM; 360,000 tested, 0.02% active; ATP EC20, Fluo-8 calcium fluorescence; 0% at ATP EC20, 100% at ATP max;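 active = activation above the run cutoff, the mean activation of all test compounds plus 3 SD, cut at about 40% in these data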;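 also: peak over basal fluorescence ratio in a 140 s read after ATP addition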
M4 ag – agonists of human muscarinic M4 receptor (CHRM4) | P08173 | CHO-K1 hM4/Gqi5, Fluo-8 calcium fluorescence; vehicle 0%, full acetylcholine response 100% | activation, % at 3 µM | 360,000 tested, 0.14% active;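 active = activation above the run mean over all test wells plus 3 SD, cut at about 32% in these data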;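 also: peak over basal fluorescence ratio per well then scaled between controls; 0% = DMSO wells and 100% = acetylcholine at EC100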
Target sequence (P08173 whole entry, looked up): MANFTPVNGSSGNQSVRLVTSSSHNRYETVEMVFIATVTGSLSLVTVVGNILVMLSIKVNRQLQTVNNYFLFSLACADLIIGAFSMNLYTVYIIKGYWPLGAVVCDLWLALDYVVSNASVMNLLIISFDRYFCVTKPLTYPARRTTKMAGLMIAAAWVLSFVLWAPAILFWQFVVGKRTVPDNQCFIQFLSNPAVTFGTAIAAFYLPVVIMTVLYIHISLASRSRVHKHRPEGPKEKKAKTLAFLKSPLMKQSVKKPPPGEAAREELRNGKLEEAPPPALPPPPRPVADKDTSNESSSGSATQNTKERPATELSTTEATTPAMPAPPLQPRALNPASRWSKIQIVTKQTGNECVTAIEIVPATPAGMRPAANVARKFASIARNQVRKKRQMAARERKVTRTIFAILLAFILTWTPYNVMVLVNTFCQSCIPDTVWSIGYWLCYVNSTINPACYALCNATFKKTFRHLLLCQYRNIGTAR
CHO-K1 Ca antag – M1 antagonist counterscreen hit in parental CHO-K1 cells; ATP-induced calcium, Fluo-8 fluorescence; inhibition, % at 3 µM; 360,000 tested, 0.6% active; AID 602250;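 active = inhibition above a per-plate cutoff, the plate's mean sample inhibition plus 3 SD, cut at about 24% in these data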;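 also: 0% = DMSO plus EC80 ATP and 100% = DMSO alone without ATP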
CHRM4 antagonist – antagonists of human muscarinic M4 receptor (CHRM4) | P08173 | CHO-hM4 cells, ACh EC80, Fluo-8 calcium fluorescence | inhibition, % at 3 µM | 360,000 tested, 0.73% active | AID 624125;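 active = inhibition above its plate's cutoff, the mean inhibition of sample wells plus 3 SD, cut at about 27% in these data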;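 also: 0% = acetylcholine EC80 with DMSO and 100% = DMSO without agonist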
CHRM5 agonist – CHRM5 agonism in calcium assay. CHO-K1 hM5 cells, Fluo-8 calcium fluorescence; 0% DMSO wells, 100% maximal acetylcholine response. P08912. activation, % at 3 µM. 360,000 tested, 0.19% active;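 active = activation above the run's mean over test compounds plus 3 SD, cut at about 23% in these data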;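 also: signal is peak over basal fluorescence ratio across the kinetic read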
Target sequence (P08912 whole entry, looked up): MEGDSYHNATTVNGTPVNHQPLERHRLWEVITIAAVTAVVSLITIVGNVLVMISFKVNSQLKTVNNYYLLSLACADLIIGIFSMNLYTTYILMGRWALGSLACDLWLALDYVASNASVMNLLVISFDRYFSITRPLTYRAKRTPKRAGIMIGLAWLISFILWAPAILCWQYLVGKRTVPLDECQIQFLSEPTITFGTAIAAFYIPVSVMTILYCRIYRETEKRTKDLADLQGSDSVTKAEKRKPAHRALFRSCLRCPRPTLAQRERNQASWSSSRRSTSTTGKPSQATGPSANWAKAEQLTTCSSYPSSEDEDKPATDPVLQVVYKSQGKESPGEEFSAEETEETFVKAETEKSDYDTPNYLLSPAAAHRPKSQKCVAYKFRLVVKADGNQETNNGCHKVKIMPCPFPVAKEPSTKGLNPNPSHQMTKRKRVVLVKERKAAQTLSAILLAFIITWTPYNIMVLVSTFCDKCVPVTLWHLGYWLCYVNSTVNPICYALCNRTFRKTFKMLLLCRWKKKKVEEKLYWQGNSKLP
M5 PAM – potentiates acetylcholine response at human M5 receptor; P08912; CHO-K1 hM5, Fluo-8 calcium, ACh EC20 PAM; 0% = ACh EC20, 100% = ACh EC100; activation, % at 3 µM; 360,000 tested, 0.3% active; AID 624038;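 active = activation above the run cutoff, the mean activation of all test compounds plus 3 SD, cut at about 18% in these data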
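Replicates: One well per compound, no replicates | System: Human M5 receptor in CHO-K1 cells | Benchmarks: Low control EC20 acetylcholine (0%), high control EC100 acetylcholine (100%) | Probe or stimulus: Acetylcholine, EC20 level | Times: Fluo-8 loading 80 min at 37 °C plus 30 min room temperature | Signal: Intracellular calcium via Fluo-8 fluorescence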
M5 antag – antagonists of human muscarinic M5 receptor (CHRM5); P08912; AID 624040; CHO-hM5 cells, Fluo-8 calcium fluorescence, ACh EC80; inhibition, % at 3 µM; 360,000 tested, 0.59% active;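 active = inhibition above a per-plate cutoff, the mean of that plate's test compounds plus 3 SD, cut at about 27% in these data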;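 also: 0% = acetylcholine EC80 with DMSO and 100% = DMSO without agonist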
CHRM4 PAM – positive allosteric modulators of human muscarinic M4 receptor. CHO-K1 hM4/Gqi5, Fluo-8 calcium fluorescence, ACh EC20; 0% = ACh EC20, 100% = maximal ACh. P08173. activation, % at 3 µM. 360,000 tested, 0.4% active. AID 624126;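 active = activation above its plate's cutoff, the mean activation of sample wells plus 3 SD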; also: some results filed as inactive read as strong as hits
The depositor's hits bear a star; nt = not tested or not shown.

Structure	M1 ag parental	CHO-K1 Ca PAM	M4 ag	CHO-K1 Ca antag	CHRM4 antagonist	CHRM5 agonist	M5 PAM	M5 antag	CHRM4 PAM
COc1ccc(S(=O)(=O)Nc2nc3ccccc3nc2Nc2cccc(C(=O)O)c2)cc1	0.6	-6	2	-15	-19	-4	-1	-4	3
Cc1ccc(C(=O)NC2CCN(C(=O)NC3CCCCC3)CC2)cc1	-0.2	5	0	-10	1	-10	12	-5	4
O=C(CCSc1nc(-c2ccco2)cc(C(F)(F)F)n1)NCCN1CCOCC1	0.2	-13	0	-3	-2	0	-1	8	-1
C/C=C/c1ccc(OCC(=O)N2CCc3cc(OC)c(OC)cc3C2)c(OC)c1	0.3	3	1	-17	-10	-2	4	4	0
COc1ccc(CC(=O)OCn2nnc3ccccc3c2=O)cc1	0.2	2	2	-15	-13	-2	-3	-11	5
COc1ccc(-c2cn3ccc(C)cc3n2)cc1	-0.3	-4	0	-7	0	1	-2	-1	-3
CC1(C)Cc2c(cnn2-c2cccc(F)c2)C(NC(=O)CCc2cnccn2)C1 (configuration not stated)	0.7	7	0	-7	0	-4	-1	4	0
O=C(c1cccc(C(F)(F)F)c1)N1CCN(CCc2ccccc2)CC1	0.9	-10	2	-1	-1	-5	-1	10	-11
CCCCSc1nnc(-c2ccc(C)cc2)c2ccccc12	-0.2	26	-2	-5	0	-6	2	-13	7
COc1ccccc1C(=O)Nc1sc2c(c1C(N)=O)CCCC2	0.5	-20	2	15	0	2	3	3	2
CCOC(=O)C1=C(Nc2cccc(Cl)c2)OCC1=O	-0.4	-5	0	4	1	-1	3	1	-8
CCN(C(=O)Nc1ccccc1)c1ccccc1	-0.7	-9	0	5	-3	-1	4	0	2
Cc1ccc(C(=O)NCCn2c(N)c(C#N)c3nc4ccccc4nc32)cc1	0.4	9	2	-2	5	-2	2	-1	-6
CCOC(=O)c1ccc(-n2[nH]c(-c3ccccc3)cc2=O)cc1	4.4	8	1	18	-4	0	-8	15	7
COc1ccc(/C=N/n2c(C)nc3ccccc3c2=O)cc1OC	-0.6	-27	0	16	19	0	-2	16	5
O=C(c1ccc(S(=O)(=O)NCC2CCCO2)cc1)N1CCN(c2cccc(Cl)c2)CC1 (configuration not stated)	15	-2	21	-9	-2	6	-25	10	-13
O=C1NC[C@H](CCCCN2C[C@H](Cc3ccc(O)cc3)N(CCc3ccccc3)C(=O)C2=O)N(Cc2ccccc2)C1=O	0.0	-9	0	-12	1	-2	-8	6	-1
CCCCC(c1nnnn1CCOC)N1CCN(Cc2ccccc2)CC1 (configuration not stated)	0.1	13	0	-1	-2	-7	7	-3	0
O=C(Cn1nc(-c2ccccc2Cl)ccc1=O)Nc1ccccc1-c1ccccc1	1.9	-6	4	-2	0	1	-4	14	-1
O=C1C2CCCCN2C(=O)N1CCCCN1CCN(c2ccc([N+](=O)[O-])cc2)CC1 (configuration not stated)	16*	14	14	4	4	-2	-15	8	-6
CCOc1ccc(S(=O)(=O)NCCC(=O)NCC(C)(C)N2CCOCC2)cc1	2.0	1	0	-7	-4	0	-1	1	7
O=C(C(Cc1ccccc1)N1C(=O)c2ccccc2C1=O)N1CCc2ccccc21 (configuration not stated)	-0.2	-7	0	26*	6	2	0	6	17
Cc1ccc(S(=O)(=O)N2CCCCC2)cc1NC(=O)CSc1ncnc2ccccc12	2.8	1	5	5	-1	-1	-8	-6	-14
CCOc1ccccc1N1CCN(C(=O)C2c3ccccc3Oc3ccccc32)CC1	-0.2	18	-1	1	1	-3	-2	-2	-4
COc1ccc(-c2cc(C(=O)Nc3cc(C)on3)no2)cc1OC	0.3	0	0	-8	11	1	3	4	6
C[C@H]1CN(S(=O)(=O)c2ccc3c(c2)OCCO3)CCN1S(=O)(=O)c1c(F)cccc1F	-1.1	-5	4	-15	-7	-10	-4	-6	-4
O=C(O)c1c[nH]c2cc(C(F)(F)F)ccc2c1=O	0.1	23	0	-12	7	-2	3	2	-4
CC(=O)N(C(C)=O)n1c(C)nc2sc3c(c2c1=O)CCCC3	1.4	30	0	-13	-2	-3	2	7	1
N#Cc1ccsc1NC(=O)COC(=O)C1=NNC(=O)CC1	-0.2	0	0	-1	-11	0	0	4	11
CCCN(CC1CC1)c1nc(N)c(C#N)c(CC#N)c1C#N	2.3	14	4	-5	-2	-1	2	-4	-1
N#Cc1cccc(NC(=O)c2cc(C3CCCCN3C(=O)c3ccccn3)on2)c1 (configuration not stated)	1.7	9	4	-4	4	3	-3	0	-1
CCc1c(-c2ccccc2F)ncn1Cc1cccc(-c2ccccc2)c1	nt	nt	11	nt	19	-1	-17	11	-15
Cc1ccc(C(=O)COC(=O)COc2ccccc2C)cc1	0.3	-12	2	-2	-21	-6	-4	-3	5
CCC(C)NC(=O)CCC(=O)Nc1ccc2nc(N3CC(C)CC(C)C3)cc(C)c2c1 (configuration not stated)	-0.2	8	1	-10	7	0	6	3	0
CCc1cc[n+](/C(C(=S)Nc2cccc(C)c2)=C(/[O-])c2ccc(C)c([N+](=O)[O-])c2)cc1	-1.0	-11	0	11	5	-8	4	-4	2
CC(=O)c1ccccc1OC(=O)c1ccc([N+](=O)[O-])o1	1.2	-19	3	15	-6	-1	-8	10	-18
Cc1nc(SCC(O)CO)c([N+](=O)[O-])[nH]1 (configuration not stated)	0.3	14	0	-7	3	-3	-1	-7	-5
Cn1nc(C(C)(C)C)cc1C(=O)NNC(=O)c1ccccc1Cl	4.1	-5	8	0	-24	7	7	-9	15
CC(=O)c1ccc(NC(=O)C2C3CCC(C3)C2C(=O)O)cc1 (configuration not stated)	-0.3	7	1	-2	2	0	-1	6	0
O=C(O)CNC(=O)CC1S/C(=N/N=C2/NC(=O)CS2)NC1=O (configuration not stated)	0.5	3	2	-6	-2	-1	-6	13	8
CN(C(=O)COC(=O)CCCc1c[nH]c2ccccc12)c1c(N)n(Cc2ccccc2)c(=O)[nH]c1=O	0.3	6	0	-6	10	3	8	5	1
CC(=O)c1c(C)[nH]c(C(=O)Nc2ccc(S(=O)(=O)N(C)C)cc2)c1C	3.8	16	4	-9	-2	-3	-5	12	-5
CC1CCN(S(=O)(=O)c2ccc(NC(=O)CN3CCN(c4ccccc4)CC3)cc2)CC1	-0.2	9	1	-6	3	1	-3	8	2
COc1ccc(-c2cc3c(=O)n(CC(=O)NCc4ccccc4OC)ncn3n2)cc1	0.5	0	0	-6	-29	0	-1	-4	3
CCCCn1c(=O)[nH]c(=O)c2c1nc(-c1ccccn1)n2CC	1.6	16	1	-23	-3	0	6	3	3
Cc1ccc(NC(=O)Cn2nnc(C(=O)NCc3cccs3)c2N)cc1F	0.7	-15	1	-11	-1	-2	-3	12	-4
COCCCN(CC(=O)Nc1ccc(N2CCOCC2)cc1)S(=O)(=O)c1ccccc1	0.4	-4	2	-8	-8	0	1	-3	1
Cc1ccc2nc(SCC(=O)Nc3nnc(SCC(N)=O)s3)[nH]c2c1	0.8	21	1	-12	-7	-3	0	-2	-3
Cc1ccc(NC(=O)c2ccco2)c(NC(=O)COc2ccccc2)c1	3.5	5	7	-13	-27	-1	0	4	4
COc1ccc(C2=NN(CCC(=O)NCC3CCCO3)C(=O)CC2)cc1 (configuration not stated)	1.0	-7	2	-12	-6	-5	0	-6	-1

Next part:
Structure	M1 ag parental	CHO-K1 Ca PAM	M4 ag	CHO-K1 Ca antag	CHRM4 antagonist	CHRM5 agonist	M5 PAM	M5 antag	CHRM4 PAM
Cc1ccc(C)c(C2=CSC3=NCCN23)c1	0.3	2	1	-10	-15	-7	-5	-5	3
CCN1C(=O)c2cccc3c(S(=O)(=O)N(C(C)=O)c4ccc(OC(C)=O)cc4)ccc1c23	4.3	9	8	-13	15	1	-12	2	-6
COC(=O)c1ccc(Cn2c(C)c(C(=O)NCc3ccco3)sc2=O)o1	-0.1	3	1	-5	-29	-2	-10	10	3
Cn1cccc1/C=N/NC(=O)Cc1cccc2ccccc12	6.4	15	7	1	-9	-2	-16	18	-1
CC(C)=C1C2CCC1C(C(=O)Nc1cc(C)cc(C)c1)C2C(=O)O (configuration not stated)	-0.9	10	0	3	0	-3	1	-10	7
Cc1ccccc1NC(=O)Nc1nc(C(N)Cc2ccccc2)cs1 (configuration not stated)	11	12	36*	-11	6	11	-4	4	-7
COCC(C)NC(=O)c1ccccc1[N+](=O)[O-] (configuration not stated)	1.1	20	0	-5	8	-2	0	0	3
Cc1ccc2nc(NC(=O)CNS(=O)(=O)c3ccc(Br)s3)sc2c1	1.7	10	2	-19	-3	0	0	2	4
Cc1ccc(C)c(NC(=S)N(Cc2cccc(Br)c2)CC2CCC(C(=O)O)CC2)c1 (configuration not stated)	0.0	-5	0	0	7	-1	-2	8	-5
CCN(CC(=O)Nc1c(F)cccc1F)C(=O)c1nc2nc(C)cc(C)n2n1	0.7	9	0	-2	-6	1	0	9	0
O=C(CCS(=O)(=O)c1ccccc1Cl)Nc1ccc(S(=O)(=O)Nc2ncccn2)cc1	0.3	8	1	-1	15	0	0	3	10
Cc1ccccc1N(CC(=O)NCc1ccc2c(c1)OCO2)C(=O)C1CSC(=O)C1 (configuration not stated)	2.9	12	7	-12	0	2	-1	4	8
Clc1ccc(-c2ccc(/C=N/Nc3cc(N4CCOCC4)nc(N4CCOCC4)n3)o2)cc1	-0.1	-9	0	7	4	1	-5	0	-4
Cn1c(=O)c2c(ncn2CC(=O)N2CCN(S(=O)(=O)c3ccccc3)CC2)n(C)c1=O	1.1	6	2	-1	-3	-4	4	-3	14
COc1ccc(/C=C/C(=O)NC(=S)NNC(=O)[C@H]2C[C@@H]2c2ccccc2)cc1OC	-0.5	-9	0	-16	-16	-6	2	3	-2
N#Cc1cccc(Nc2c3c(nc4ccccc24)CCCC3)c1	3.8	15	0	5	-4	-10	-8	5	-5
COc1ccc(N/N=C(/C)c2cnnc(-c3ccccc3)n2)cc1	0.7	19	1	-13	1	-4	-3	3	8
Cc1ccc(-c2nc3sc(C(N)=O)c(N)c3c3c2CCCC3)cc1	0.6	5	-2	-6	99*	0	-12	10	-18
O=S(=O)(CC(CN1CCCCC1)N1CCCCC1)c1ccccc1 (configuration not stated)	1.3	-9	1	6	-5	-7	-3	2	-2
COc1ccc(CNC(=O)C[C@H]2C(=O)N(CCc3ccccc3)C[C@@H]2Cc2ccccc2)cc1	4.9	8	18	-16	17	-4	-13	20	-11
O=C(COC(=O)CSCc1ccccc1)NCc1ccccc1	-0.3	-13	1	8	7	-2	4	3	4

An excerpt from above with just M4 ag and CHRM5 agonist.
Molecule	M4 ag	CHRM5 agonist
Cn1c(=O)c2c(ncn2CC(=O)N2CCN(S(=O)(=O)c3ccccc3)CC2)n(C)c1=O	2	-4
COc1ccc(/C=C/C(=O)NC(=S)NNC(=O)[C@H]2C[C@@H]2c2ccccc2)cc1OC	0	-6
N#Cc1cccc(Nc2c3c(nc4ccccc24)CCCC3)c1	0	-10

High-throughput results (PubChem BioAssay)
